RGS4 act: potentiators or activators of RGS4; HEK293 M3R/inducible RGS4, carbachol calcium flux Fluo4; stronger effect = lower value; B-score at 10 µM; 310,000 compounds, 0.92% hits;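 active means B-score of the integrated calcium signal more than 4 SD below the library mean, with starting fluorescence not abnormally high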;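 further: negative B-score means reduced calcium response which marks RGS4 activation or potentiation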
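Material: Inducible-RGS4 HEK293 cells carrying M3 receptor; also added: carbachol at ECmax as muscarinic agonist stimulus; incubation: compound preincubation 20 min at room temperature before agonist; signal: Fluo4-AM (2 µM) calcium-flux fluorescence, kinetic read; measure: integrated calcium ratio converted to B score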
RGS4 inh: human RGS4 inhibition; HEK293 M3R/RGS4 inducible, Fluo-4 calcium flux; stronger effect = higher value; triggered by carbachol at its EC20; 310,000 compounds, 0.45% hits; B-score at 10 µM;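 active means B-score, a plate-corrected calcium signal, over three deviations above library mean, with baseline fluorescence within five deviations of library mean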;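 further: RGS4 expression induced by doxycycline in cells with stable M3 receptor; B-score is computed from the integrated fluorescence ratio over baseline after carbachol; higher B-score means a larger calcium signal and so more RGS4 inhibition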
Target sequence (P49798 whole entry, looked up): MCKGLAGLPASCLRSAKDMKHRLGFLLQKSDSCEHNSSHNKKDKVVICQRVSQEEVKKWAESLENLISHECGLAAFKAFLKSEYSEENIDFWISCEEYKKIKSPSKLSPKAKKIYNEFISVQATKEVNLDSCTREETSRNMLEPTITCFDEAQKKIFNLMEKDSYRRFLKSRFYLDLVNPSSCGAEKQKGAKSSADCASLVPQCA
MrgX1 antag: human MrgX1 receptor antagonism, primary screen | Q96LB2 | MRGX1-HEK293 calcium flux, Fluo-4, BAM8-22 antagonism; stronger effect = lower value | B-score at 10 µM | 310,000 compounds, 1.3% hits | AID 588676;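 active means calcium-response B-score plate-corrected more than 3 library SD below zero, starting fluorescence within 5 deviations, no agonist response on first addition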;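 further: peak minus trough fluorescence over baseline after final BAM8-22 challenge near maximal dose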
Target sequence (Q96LB2 whole entry, looked up): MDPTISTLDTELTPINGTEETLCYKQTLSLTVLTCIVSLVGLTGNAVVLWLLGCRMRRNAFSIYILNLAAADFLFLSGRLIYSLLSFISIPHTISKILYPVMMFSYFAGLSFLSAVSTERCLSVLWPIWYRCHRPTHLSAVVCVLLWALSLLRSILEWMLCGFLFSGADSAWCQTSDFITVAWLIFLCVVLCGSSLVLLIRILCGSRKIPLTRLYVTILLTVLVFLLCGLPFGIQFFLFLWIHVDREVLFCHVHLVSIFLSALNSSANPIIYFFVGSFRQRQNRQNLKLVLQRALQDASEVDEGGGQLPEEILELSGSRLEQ
Platelet DG rel: modulates dense granule release in human platelets; human platelet-rich plasma, SFLLRN dense granule ATP release, luminescence; inhibition, %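 (compounds screened at 7.5 µM in platelet-rich plasma)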; 300,000 compounds, 0.22% hits;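 active means mean replicate score, as percent of positive control, at or above 50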
HIF act: HIF pathway transcriptional activation | U2OS HRE-luciferase reporter, luminescence; normalized: DMSO 0%, desferrioxamine 100% | activation, % at 7.5 µM (by protocol) | 300,000 compounds, 0.32% hits;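 active means mean activation of at least 10% of the iron chelator positive control signal, with at least half of replicates also reaching 10%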
SKKanGAS inh: blocks kanamycin growth of S. pyogenes SKKanGAS strain; inhibition, % at 7.5 µM; BacTiter-Glo, 6 h; 300,000 compounds, 1.3% hits; AID 1662;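 active means mean replicate score, as percent of positive control median, at least 50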;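 further: strain carries kanamycin resistance gene driven by streptokinase promoter and grows in 40 µg/ml kanamycin; loss of luminescence reflects streptokinase promoter inhibition or plain growth inhibition; 0% = median of DMSO wells and 100% = positive control at its reference dose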
MrgX1 PAM: human MrgX1 positive allosteric modulation, primary screen; 310,000 compounds, 0.63% hits; Q96LB2; B-score at 10 µM; MrgX1-HEK293, Fluo-4 calcium flux, FDSS; stronger effect = higher value;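 active means plate-corrected calcium response at least 3 library SD above typical, normal starting fluorescence, not activating the receptor alone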;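 further: compound read alongside a low EC10 to EC30 dose of BAM8-22 agonist; peak minus trough fluorescence over baseline measured at the second addition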
MrgX1 agonist: activates human MrgX1 receptor signaling; Q96LB2; MrgX1-HEK293 cells, Fluo-4 calcium fluorescence, agonist mode; stronger effect = higher value; B-score at 10 µM; 310,000 compounds, 0.44% hits; AID 588627;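 active means calcium response B-score plate-corrected fluorescence ratio at least 3 library SD, with starting fluorescence B-score inside 5 SD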
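Assay system: MrgX1-expressing HEK293 cells / Amount: fifteen thousand cells per well / Doses: test compound in the initial addition of three / Timing: cells plated overnight, dye loaded 0.5 h 37 °C, 0.5 h room temperature / Technique: kinetic calcium dye fluorescence, Fluo-4 NW / Control set: positive and negative controls per plate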
TRPC4 inh: TRPC4 (mouse) channel inhibition; Q9QUQ5; HEK293 TRPC4beta/mu-opioid, DAMGO-evoked Fluo4 calcium flux; stronger effect = lower value; B-score at 10 µM; 300,000 compounds, 0.39% hits;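 active means B-score over 3 SD under the library average, no early fluorescence shift, positive overall ratio signal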
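material = TRPC4beta/mu-opioid receptor HEK293 cell line | probe or stimulus = sequential submaximal and maximal DAMGO stimulation | compound dosing = one concentration per compound | measured by = Fluo4 Ca2+ flux fluorescence | evaluation = integrated fluorescence ratio relative to baseline, converted to per-well B score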
TRPC6 act: mouse TRPC6 channel activation | B-score at 10 µM | HEK293-TRPC6 membrane potential dye fluorescence; stronger effect = higher value | AID 2550 | Q61143 | 310,000 compounds, 0.13% hits;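 active means B-score of the integrated fluorescence ratio above library mean plus 3 SD, and starting fluorescence ratio within library mean plus 5 SD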;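 further: higher score means more depolarization so channel activation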
TRPC6 inh: mouse TRPC6 channel inhibition; Q61143; HEK293-TRPC6, membrane potential dye, ACh-evoked depolarization; stronger effect = lower value; B-score at 10 µM; 310,000 compounds, 1.1% hits; AID 2553;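 active means B-score under library mean minus 3 SD, initial fluorescence not abnormally high, positive integrated signal ratio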;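 further: B-score derived from integrated fluorescence ratio over the kinetic read; more negative B-score means stronger inhibition of depolarization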
Active calls of the source: *; i = inactive; . = no result given.

Each structure is followed by: RGS4 act | RGS4 inh | MrgX1 antag | Platelet DG rel | HIF act | SKKanGAS inh | MrgX1 PAM | MrgX1 agonist | TRPC4 inh | TRPC6 act | TRPC6 inh
> Cc1ccc2nc(NC(=O)CSCC(=O)OCC(=O)c3ccc(Br)cc3)sc2c1
  i | i | i | 5 | -6.0 | -5 | i | i | i | i | i
> O=C(NCc1ccco1)c1nnc(Cc2ccc(F)cc2)o1
  i | i | i | -3 | -0.3 | -5 | i | i | i | i | i
> COc1cc(OC)cc(N(C(=O)c2snc(C(N)=O)c2N)C(C(=O)NCC2CCCO2)c2ccc(C)o2)c1 (configuration not stated)
  i | i | i | 5 | -0.2 | 2 | i | i | i | i | i
> COC(=O)c1ccc(CC(=O)c2ccc(O)cc2O)o1
  i | i | i | 10 | 0.0 | 13 | i | i | i | i | i
> Cc1nn(CCOc2cccc(Cl)c2)c(C)c1[N+](=O)[O-]
  i | i | i | -1 | -0.1 | 9 | i | i | i | i | i
> COc1cc(/C=N/NC(=O)c2cccnc2)cc2c1OCO2
  i | i | i | -1 | -0.1 | 2 | i | i | i | i | i
> O=C(CN1CCN(c2ccccc2)CC1)Nc1scc2c1c(=O)oc1ccccc12
  i | i | i | -2 | -0.2 | 1 | i | i | i | i | i
> Cc1cccc(Oc2coc3cc(O)ccc3c2=O)c1
  i | i | i | -4 | -7.6 | 0 | i | i | i | i | i
> O=C(NCc1ccccn1)c1cc(S(=O)(=O)N2CCN(c3ccccc3)CC2)ccc1Cl
  i | i | i | 1 | -0.1 | -5 | i | i | i | i | i
> O=C1CC(c2ccccc2)n2nc(NC(=O)c3cccnc3)nc2N1 (configuration not stated)
  i | i | . | 4 | -0.1 | -4 | . | . | i | i | i
> Cc1onc(-c2ccccc2Cl)c1C(=O)O/N=C(\N)c1ccccc1
  i | i | i | 3 | 1.0 | 7 | i | i | i | i | i
> CCC(c1nnnn1C1CCCC1)N1CCC(C(N)=O)CC1 (configuration not stated)
  i | i | i | 1 | -0.4 | 3 | i | i | i | i | i
> CC(C(=O)Nc1nc2ccccc2s1)n1cc([N+](=O)[O-])cn1 (configuration not stated)
  i | i | i | -6 | -0.1 | 3 | i | i | i | i | i
> S=c1[nH]nc(-c2ccc3ccccc3n2)n1-c1ccccc1
  i | i | i | -3 | -0.2 | -18 | i | i | i | i | i
> CC(C)CN(CC(C)C)C(=S)NC1CCCCC1
  i | i | i | -10 | -0.8 | 7 | i | i | i | i | i

The list continues:
Each structure is followed by: RGS4 act | RGS4 inh | MrgX1 antag | Platelet DG rel | HIF act | SKKanGAS inh | MrgX1 PAM | MrgX1 agonist | TRPC4 inh | TRPC6 act | TRPC6 inh
> Cc1c(/C=C2\SC(=Nc3cccc(C(=O)O)c3)NC2=O)c2ccccc2n1C
  i | i | i | 1 | 0.1 | 13 | i | i | i | i | i
> COc1ccc(C)cc1NC(=O)NNC(=O)C1CCC(C(C)(C)C)CC1 (configuration not stated)
  i | i | i | -3 | -0.6 | -12 | i | i | i | i | i
> S=c1[nH]nc(-c2cc(-c3ccccc3)n[nH]2)n1/N=C/c1ccccc1
  i | i | i | 3 | 0.3 | 1 | i | i | i | i | i
> CCOC(=O)CNS(=O)(=O)c1ccc(C)cc1
  i | i | i | 4 | 0.0 | -6 | i | i | i | i | i
> CCN(CC)Cc1c(C(=O)N/N=C(\C)c2ccncc2)nnn1-c1nonc1N
  i | i | i | -2 | 1.0 | -9 | i | i | i | i | i
> CN1CC=C2C(C#N)=C(N)C(C#N)(C#N)C(CCc3ccccc3)C2C1 (configuration not stated)
  i | i | i | 0 | -0.4 | 1 | i | i | i | i | i
> Cc1nc2ccc(NC(=O)c3cccc(S(=O)(=O)N(C)c4ccccc4)c3)cc2s1
  -8.9* | i | i | -6 | -0.2 | 11 | i | i | i | i | i
> O=C(Oc1c(CN2CCOCC2)cc(Cl)c2cccnc12)c1ccccc1Br
  i | i | i | -1 | 0.6 | 26 | i | i | i | i | i
> CCSc1nnc(NC(=O)[C@@H](NC(=O)c2ccccc2)C(C)C)s1
  i | i | i | 16 | 0.2 | 1 | i | i | i | i | i
> NC(=O)C1CCCN(CC(O)COCc2ccc(Cl)cc2)C1 (configuration not stated)
  i | i | i | 13 | 0.0 | 5 | i | i | i | i | i
> Cc1ccc(S(=O)(=O)NCCNc2ccc([N+](=O)[O-])cc2C(F)(F)F)cc1
  i | i | i | 3 | 0.2 | 8 | i | i | i | i | i
> O=c1c2ccccc2c(C=Nc2ccc(O)cc2)c(O)n1Cc1ccccc1
  i | i | i | 13 | 3.4 | 67* | i | i | i | i | i
> O=C(N/N=C/c1ccco1)c1ccn[nH]1
  i | i | i | -7 | 1.6 | -1 | i | i | i | i | i
> Fc1c(F)c(C(F)(F)F)c(F)c(F)c1N/N=C\c1cccs1
  i | i | i | -3 | -0.1 | 25 | i | i | i | i | i
> N=c1c2c3c(sc2ncn1CCN1CCOCC1)CCCC3
  i | i | i | 3 | -0.2 | 4 | i | i | i | i | i

Carrying on.
Each structure is followed by: RGS4 act | RGS4 inh | MrgX1 antag | Platelet DG rel | HIF act | SKKanGAS inh | MrgX1 PAM | MrgX1 agonist | TRPC4 inh | TRPC6 act | TRPC6 inh
> CCCCc1ccc(Nc2nc(CCC)cc(=O)[nH]2)cc1
  i | i | i | -6 | -0.6 | 2 | i | i | i | i | i
> O=C(CCNC(=O)Cn1ccc2ccccc2c1=O)NCCCN1CCOCC1
  i | i | i | 6 | 0.2 | -4 | i | i | i | i | i
> CN(C)C(=O)c1cn(-c2ccccc2)nc1-c1cc2ccccc2oc1=O
  i | i | i | -1 | -0.4 | -9 | i | i | i | i | i
> COc1ccccc1C(=O)C1CCCN(Cc2cccc(OCCO)c2)C1 (configuration not stated)
  i | i | i | 3 | -1.0 | 3 | i | i | i | i | i
> COc1cc(CNC(=O)c2cc3ccccc3oc2=O)cc(OC)c1OC
  i | i | i | 4 | -0.3 | -2 | i | i | i | i | i
> O=C(Nc1ccc(Nc2ccncc2)cc1)c1ccc(Nc2ccnc3ccc([N+](=O)[O-])cc23)cc1
  i | i | . | 2 | 0.6 | 2 | . | . | i | i | i
> C/C(=N\NC(=O)Cc1ccc(F)cc1)c1ccc(O)cc1
  i | i | i | 1 | 0.1 | -5 | i | i | i | i | i
> CC(=O)Nc1ccc(/C=C(\C#N)C(=O)NCc2ccccc2)cc1
  i | i | i | -8 | -0.4 | -8 | i | i | i | i | i
> O=C(CNC(=O)c1ccc(Oc2ccccc2)cc1)OCc1ccc(Br)cc1
  i | i | i | 10 | -0.3 | -4 | i | i | i | i | i
> S=C(NCCc1ccccc1)NC1CC2CCC(C1)N2Cc1ccccc1 (configuration not stated)
  i | i | i | 3 | -0.5 | -4 | i | i | i | i | i
> CSc1ccccc1C(=O)Nc1ncc(C)s1
  i | i | i | 55* | 0.8 | 10 | i | i | i | i | i
> CC(C)=CCN1CCN(Cc2cnc(-c3ccccc3)s2)CC1CCO (configuration not stated)
  i | i | i | 6 | -0.6 | -3 | i | i | i | i | i
> CC(C)OC(=O)c1cc(NC(=O)C2C3CCC(O3)C2C(=O)O)cc(C(=O)OC(C)C)c1 (configuration not stated)
  i | i | i | 0 | -0.2 | -1 | i | i | i | i | i
> OCC[C@@H]1C[C@H](O)[C@@H](O)[C@@]2(CCCCO2)O1
  i | i | i | 1 | 0.4 | 2 | i | i | i | i | i
> Cc1cccc(COc2ccccc2C(=O)NC2CCC(O)CC2)c1 (configuration not stated)
  i | i | -10* | 2 | -0.3 | -5 | i | i | i | i | i

New compounds follow
Each structure is followed by: RGS4 act | RGS4 inh | MrgX1 antag | Platelet DG rel | HIF act | SKKanGAS inh | MrgX1 PAM | MrgX1 agonist | TRPC4 inh | TRPC6 act | TRPC6 inh
> COc1cccc2cc(C(=O)N(Cc3ccccc3)CC3CCCO3)c(=O)oc12 (configuration not stated)
  i | i | i | 1 | 0.7 | 1 | i | i | i | i | i
> CCOC(=O)c1nnc(-c2ccc(C)cc2)nc1Sc1cccc(Cl)c1
  i | i | i | -17 | -0.4 | 0 | i | i | i | i | i
> COC(CNC(=O)CNC(=S)N(CCCN1CCOCC1)Cc1cccs1)OC
  i | i | i | 1 | -0.2 | 1 | i | i | i | i | i
> CCOc1ccc(S(=O)(=O)N(CC)CC(=O)NC2CC2)cc1
  i | i | i | -1 | -0.4 | -2 | i | i | i | i | i
> CS(=O)(=O)c1ccc(Oc2ccc(-c3nnco3)cc2)c([N+](=O)[O-])c1
  i | i | i | -1 | -13 | -1 | i | i | i | i | i
> CC(C)C1NC2(C(=O)c3ccccc3C2=O)C2C(=O)N(c3ccc(F)cc3)C(=O)C12 (configuration not stated)
  i | i | i | 3 | -0.4 | 8 | i | i | i | i | i
> CCN(CC)S(=O)(=O)c1ccc2[nH]cc(C(=O)NCCc3ccc(OC)c(OC)c3)c(=O)c2c1
  i | i | i | 2 | -0.4 | -10 | i | i | i | i | i
> O=C(c1cc(-c2ccc(Cl)cc2)n(-c2ccc(Cl)cc2)n1)N1CCOCC1
  i | i | i | 2 | -0.3 | -1 | i | i | i | i | i
> Cc1cc(C)nc(-n2nc(C)cc2NC(=O)c2ccc(S(=O)(=O)N3CCOCC3)cc2)n1
  i | i | i | 5 | 0.0 | -4 | i | i | i | i | i
> CCCc1cc(C(=O)NCc2cccs2)no1
  i | i | i | 0 | 3.3 | -3 | i | i | i | i | i
> NC(=O)C1CCN(C(=S)NCc2ccc3c(c2)OCO3)CC1
  i | i | i | 10 | 0.0 | 3 | i | i | i | i | i
> COc1ccc(OC)c(-n2c(=S)[nH]c3cc(C(=O)N4CCC(C(N)=O)CC4)ccc3c2=O)c1
  i | i | i | -2 | 0.7 | -5 | i | i | i | i | i
> COC(=O)c1oc(-c2ccccc2)nc1C
  i | i | i | -9 | 1.7 | 0 | i | i | i | i | i
> CCOC(=O)c1csc(N)n1
  i | i | i | 2 | -0.3 | -1 | i | i | i | i | i
> CC(C)(C)c1ccc(Cn2nc(CC(=O)O)c3ccccc3c2=O)cc1
  i | i | i | -1 | -0.8 | 5 | i | i | i | i | i
> NC(=O)NC(CC(=O)NCCCc1ccccc1)c1ccc(Cl)cc1 (configuration not stated)
  i | i | i | 2 | -0.3 | -5 | i | i | i | i | i
> N#C/C(=C(\O)C(F)(F)F)c1nnc2n1CCCCC2
  i | i | i | -2 | -0.2 | 8 | i | i | i | i | i
